From PubChem BioAssay
14-3-3g Raf – modulators of human 14-3-3 gamma - Raf peptide interaction; inhibition, % at 40 µM; AID 422; 0.19% of 160,000 active; P61981; FP, 14-3-3gamma / TMR-pS259-Raf peptide binding; in the data active = inhibition above about 30%;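 also: 0% = protein plus tracer without compound and 100% = blank with tracer alone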
Target sequence (P61981 whole entry, looked up): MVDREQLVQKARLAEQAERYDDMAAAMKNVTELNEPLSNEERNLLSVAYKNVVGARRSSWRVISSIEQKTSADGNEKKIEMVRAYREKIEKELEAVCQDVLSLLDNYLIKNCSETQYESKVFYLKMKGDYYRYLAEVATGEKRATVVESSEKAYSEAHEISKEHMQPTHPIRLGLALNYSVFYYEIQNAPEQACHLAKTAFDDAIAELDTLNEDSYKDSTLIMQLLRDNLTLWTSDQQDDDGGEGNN
Numbers without * were called inactive; & = joins results of further samples. This is a subset; the hit share may differ from the screen's.

What do the screens show for `Cc1cc(C)c(S(=O)(=O)Nc2ccc(OCC(=O)O)cc2)c(C)c1`?
14-3-3g Raf: -5

How did COc1ccc(-c2nn(C)c3sc(C(=O)N(C)c4cc(Cl)ccc4C)cc23)cc1OC do in these assays?
14-3-3g Raf: -2

How did Cn1nc(CC(=O)Nc2ccc(C(F)(F)F)cc2)c2ccccc2c1=O do in these assays?
14-3-3g Raf: -4

How did C1COCCNCCOCCOCCN1 do in these assays?
14-3-3g Raf: 5

What do the screens show for `COc1ccc(-n2nnnc2SCC(=O)N2CCOCC2)cc1`?
14-3-3g Raf: -2

What do the screens show for `O=C(Nc1ccccc1C(F)(F)F)c1ccccc1N1C(=O)C2CCCCC2C1=O` (stereo not drawn)?
14-3-3g Raf: -4

Results for CC(=O)Nc1cc(C(=O)NC2CCCc3ccccc32)ccc1Sc1ccc(F)cc1 (stereo not drawn) ?
14-3-3g Raf: -8

Results for COc1ccc(C2Oc3nc(SC)nnc3-c3ccccc3N2C(C)=O)cc1 (stereo not drawn) ?
14-3-3g Raf: -4

Results for CCC(C)NC(=O)C1CCN(S(=O)(=O)c2ccc(C)cc2)CC1 (stereo not drawn) ?
14-3-3g Raf: 5

Results for O=C(Nc1ccc(Cl)cc1)c1cc(S(=O)(=O)NCCC2=CCCCC2)ccc1F ?
14-3-3g Raf: -1

How did COc1ccc(C(=S)N2CCCCC2)cc1OC(=O)c1ccc(Cl)cc1 do in these assays?
14-3-3g Raf: 8

How did CC(C)NC(=O)c1ccccc1NC(=O)CN(c1ccc2c(c1)OCO2)S(C)(=O)=O do in these assays?
14-3-3g Raf: 7

Results for CCCN1C(=O)NC2(O)C(=O)c3ccccc3C12O (stereo not drawn) ?
14-3-3g Raf: 7

How did COc1cccc(CNC(=O)CN2C(=O)CSc3ccc(S(=O)(=O)N(C)C4CCCCC4)cc32)c1 do in these assays?
14-3-3g Raf: -19

How did CCOC(=O)CSC1=C(C#N)C(c2ccccc2OC)CC(=O)N1 (stereo not drawn) do in these assays?
14-3-3g Raf: 3

How did NS(=O)(=O)c1ccc(NC(=O)CCCC(=O)O)cc1 do in these assays?
14-3-3g Raf: 0

What do the screens show for `CN1CCN(c2oc(-c3ccccc3F)nc2C#N)CC1`?
14-3-3g Raf: -16

How did c1ccn2c(SCc3ccc4c(c3)OCCO4)nnc2c1 do in these assays?
14-3-3g Raf: 4

What do the screens show for `CCc1ccc(OC)c(S(=O)(=O)Nc2ccccc2C)c1`?
14-3-3g Raf: -5

What do the screens show for `CCOC(=O)CSc1nnc(-c2ccncc2)o1`?
14-3-3g Raf: -3

What do the screens show for `O=C(CCCCCn1c(=S)[nH]c2ccc(Br)cc2c1=O)N1CC=C(c2ccccc2)CC1`?
14-3-3g Raf: -15

How did COCCN(CCOC)C(=O)c1cc2c(=O)n3ccccc3nc2s1 do in these assays?
14-3-3g Raf: -5&-7

Results for Cc1cc2nc(SCc3cc4c(cc3Cl)OCO4)[nH]c2cc1C ?
14-3-3g Raf: -19

Results for CCN(CC)S(=O)(=O)c1ccc(S(=O)(=O)N2CCN(CCC#N)CC2)cc1 ?
14-3-3g Raf: -2

An excerpt from above in order of length of the SMILES, low to high.
What do the screens show for `CCOC(=O)CSc1nnc(-c2ccncc2)o1`?
14-3-3g Raf: -3

How did COCCN(CCOC)C(=O)c1cc2c(=O)n3ccccc3nc2s1 do in these assays?
14-3-3g Raf: -5&-7

How did CCOC(=O)CSC1=C(C#N)C(c2ccccc2OC)CC(=O)N1 (stereo not drawn) do in these assays?
14-3-3g Raf: 3

New compounds follow:
What do the screens show for `Cc1ccc(C(=O)CC2(O)C(=O)N(Cc3ccc4c(c3)OCO4)c3ccccc32)cc1` (stereo not drawn)?
14-3-3g Raf: 2&2

How did Cc1cc2cc(CCNC(=O)c3ccco3)c(=O)[nH]c2cc1C do in these assays?
14-3-3g Raf: 0

How did Cc1occc1-c1nnc(SCC(=O)c2ccc(F)cc2)n1Cc1ccco1 do in these assays?
14-3-3g Raf: -13

Results for Cc1ccc(N(CC(=O)N2CCc3ccccc32)C2=NC(=O)CS2)cc1 ?
14-3-3g Raf: -14

Results for COc1ccccc1N1C(=S)NC(C)(C)C=C1C ?
14-3-3g Raf: -5

What do the screens show for `O=C(CSc1ncc(-c2ccccc2)n1-c1ccccc1)NCc1ccco1`?
14-3-3g Raf: 1

Results for O=C(O)c1ccc(-c2cccc([N+](=O)[O-])c2)o1 ?
14-3-3g Raf: 0

How did Cc1c(NC(=O)OCc2ccccc2)c(=O)n(-c2ccccc2)n1C do in these assays?
14-3-3g Raf: 3

What do the screens show for `Cc1ccc(NC(=O)Nc2ccc(Cc3ccncc3)cc2)cc1C`?
14-3-3g Raf: 1

How did O=C(Nc1cc(O)cc([N+](=O)[O-])c1)c1nn2c(C(F)(F)F)cc(-c3ccccc3)nc2c1Cl do in these assays?
14-3-3g Raf: -6

Results for Cc1cc(C)nc(NC(=O)CSc2ccccn2)n1 ?
14-3-3g Raf: 5

How did COCc1cc(C2C(C(=O)c3ccco3)=C(O)C(=O)N2CCOCCO)ccc1O (stereo not drawn) do in these assays?
14-3-3g Raf: 1

Grouped by structure, the entries above with a Cl atom.
How did COc1ccc(-c2nn(C)c3sc(C(=O)N(C)c4cc(Cl)ccc4C)cc23)cc1OC do in these assays?
14-3-3g Raf: -2

Results for O=C(Nc1ccc(Cl)cc1)c1cc(S(=O)(=O)NCCC2=CCCCC2)ccc1F ?
14-3-3g Raf: -1

How did COc1ccc(C(=S)N2CCCCC2)cc1OC(=O)c1ccc(Cl)cc1 do in these assays?
14-3-3g Raf: 8

Results for Cc1cc2nc(SCc3cc4c(cc3Cl)OCO4)[nH]c2cc1C ?
14-3-3g Raf: -19

How did O=C(Nc1cc(O)cc([N+](=O)[O-])c1)c1nn2c(C(F)(F)F)cc(-c3ccccc3)nc2c1Cl do in these assays?
14-3-3g Raf: -6

The main list resumes, repeating the two entries before the break.
Results for Cc1cc(C)nc(NC(=O)CSc2ccccn2)n1 ?
14-3-3g Raf: 5

How did COCc1cc(C2C(C(=O)c3ccco3)=C(O)C(=O)N2CCOCCO)ccc1O (stereo not drawn) do in these assays?
14-3-3g Raf: 1

How did CCOC(=O)c1cc(CC)sc1NC(=O)c1cc([N+](=O)[O-])ccc1Cl do in these assays?
14-3-3g Raf: -1

What do the screens show for `COc1ccc2c(c1)CCc1c(C(=O)Nc3cc(OC)c(Cl)cc3OC)noc1-2`?
14-3-3g Raf: -6

Results for O=c1cc(-c2ccccc2)nc(Sc2c(-c3ccccc3)c3ccccc3[nH]c2=O)[nH]1 ?
14-3-3g Raf: -9

How did CCOc1ccc(NC2c3ccccc3C(=O)N2Cc2ccco2)cc1 (stereo not drawn) do in these assays?
14-3-3g Raf: -1

Results for CC(=O)N1c2ccc(S(=O)(=O)Nc3ccc(C)cc3)cc2CC1C (stereo not drawn) ?
14-3-3g Raf: -3

How did O=C1OCc2cc(NC(=O)C3COc4ccccc4O3)ccc21 (stereo not drawn) do in these assays?
14-3-3g Raf: -7

What do the screens show for `CC(=O)NCc1cccc(CNC(C)=O)n1`?
14-3-3g Raf: 2

Results for Cc1cc(C)cc(-n2c(C)nc3cc(C(=O)NCCC4=CCCCC4)ccc32)c1 ?
14-3-3g Raf: -14

What do the screens show for `COc1cccc2c(CO)ccc(OC)c12`?
14-3-3g Raf: -4

What do the screens show for `CCn1c(C2CC(=O)N(Cc3ccccc3)C2)nc2ccccc21` (stereo not drawn)?
14-3-3g Raf: -1

Results for CC(=O)N1N=C(c2ccc(NS(C)(=O)=O)cc2)CC1c1cccs1 (stereo not drawn) ?
14-3-3g Raf: 0

What do the screens show for `CCC(Sc1ncnc2sc(C)c(C)c12)C(=O)OC` (stereo not drawn)?
14-3-3g Raf: -83

Results for COc1ccc(NC(=O)N(C2CCCCC2)C(C)c2ccncc2)c(OC)c1 (stereo not drawn) ?
14-3-3g Raf: -2

Results for Cc1sc2ncn(CC(=O)N(C)C3CCCCC3)c(=O)c2c1S(=O)(=O)N1CCN(C)CC1 ?
14-3-3g Raf: -10

Results for Cc1[nH]nc(SCC(=O)NC2CCCCC2)c1[N+](=O)[O-] ?
14-3-3g Raf: -5

Results for Cc1cc(C)cc(NC(=O)c2cc3ccccc3c(=O)o2)c1 ?
14-3-3g Raf: 4

Results for O=C(COC(=O)C(O)c1ccccc1)NC12CC3CC(CC(C3)C1)C2 (stereo not drawn) ?
14-3-3g Raf: 3

What do the screens show for `O=c1oc2ccc3ccccc3c2cc1-c1csc(-c2cc3c(ccc4ccccc43)oc2=O)n1`?
14-3-3g Raf: -15

What do the screens show for `C=CCn1c(NC(=O)c2ccco2)c(S(=O)(=O)c2ccccc2)c2nc3ccccc3nc21`?
14-3-3g Raf: -1

How did COc1ccc(C2CC(=O)C3=C(C2)NC(C)=C(C(=O)OC2CCCC2)C3c2cccc(Cl)c2)cc1OC (stereo not drawn) do in these assays?
14-3-3g Raf: 2

Results for COC(=O)c1ccc2c(=O)n(-c3cccc(C(F)(F)F)c3)c(=S)[nH]c2c1 ?
14-3-3g Raf: -5

What do the screens show for `COc1ccc([N+](=O)[O-])cc1NC(=O)C1CC(=O)OC12CCOC(C)(C)C2` (stereo not drawn)?
14-3-3g Raf: -9

What do the screens show for `COc1ccc(OC)c(NC(=O)CCS(=O)(=O)c2ccc3c(c2)CCN3C(C)=O)c1`?
14-3-3g Raf: 16

What do the screens show for `CCCCCCC(=O)Oc1ccc(N2C(=O)C3CCCCC3C2=O)cc1` (stereo not drawn)?
14-3-3g Raf: 1

What do the screens show for `CCc1ccc(CNC(=O)CN2C(=O)COc3ccccc32)cc1`?
14-3-3g Raf: -4&-6

How did CCC1Oc2ccc(C)cc2N(CC(=O)NC2CC2)C1=O (stereo not drawn) do in these assays?
14-3-3g Raf: -1

How did Nc1nc(CSc2n[nH]c(-c3ccccc3)n2)nc(Nc2ccccc2)n1 do in these assays?
14-3-3g Raf: 0

How did Cc1ccccc1NC(=O)C(c1ccc([N+](=O)[O-])cc1)N1CCOCC1 (stereo not drawn) do in these assays?
14-3-3g Raf: 1

How did NC1CCCCC1N=Cc1c(O)n(CCc2ccc(F)cc2)c(=O)[nH]c1=O (stereo not drawn) do in these assays?
14-3-3g Raf: -13

What do the screens show for `Cc1c(C(=O)OC(C)C)[nH]c2c1C(=O)CC(c1cccs1)C2` (stereo not drawn)?
14-3-3g Raf: 5

How did Cc1nn(-c2ccccc2)c2nc(-c3ccncc3)cc(C(=O)NCc3ccco3)c12 do in these assays?
14-3-3g Raf: -12

What do the screens show for `O=C(Nc1nccs1)c1cccc(F)c1`?
14-3-3g Raf: -8

How did Fc1ccc(C2=CC(c3ccccc3F)n3ncnc3N2)cc1 (stereo not drawn) do in these assays?
14-3-3g Raf: -7

What do the screens show for `Cc1ccc(NC(=O)CS(=O)(=O)c2cn(C)c3ccccc23)cc1`?
14-3-3g Raf: -1

What do the screens show for `CNC(=O)c1cc2c(C)nn(-c3ccccc3)c2s1`?
14-3-3g Raf: -3

What do the screens show for `COc1ccc2c(c1)CCc1c(C(=O)Nc3c(C)nn(Cc4ccc(Cl)cc4)c3C)noc1-2`?
14-3-3g Raf: -16

What do the screens show for `O=C1C=C(NCc2cccnc2)CC(c2ccccc2)C1` (stereo not drawn)?
14-3-3g Raf: -14

Results for O=C(Nc1ncc(Cc2ccccc2)s1)c1cccs1 ?
14-3-3g Raf: 0

Results for O=C(Nc1cccc(-c2nc3ncccc3o2)c1)c1ccc(OCc2ccccc2)cc1 ?
14-3-3g Raf: -18

How did O=C(C1CCN(C2CC(=O)N(c3cccc(Cl)c3)C2=O)CC1)N1CCCCCC1 (stereo not drawn) do in these assays?
14-3-3g Raf: 4

What do the screens show for `COc1ccc(Cl)cc1C(=O)Nc1ccc(F)cc1`?
14-3-3g Raf: -1

What do the screens show for `COc1cccc2cc(-c3csc(Nc4ccc(F)cc4)n3)c(=O)oc12`?
14-3-3g Raf: -3

What do the screens show for `Cc1ccnc(NC(c2ccc(C(C)C)cc2)c2ccc3cccnc3c2O)c1` (stereo not drawn)?
14-3-3g Raf: 6

How did O=[N+]([O-])c1nn(-c2ccccc2)n(O)c1=NCCc1ccccc1 do in these assays?
14-3-3g Raf: 3

What do the screens show for `O=C(OCc1ccccc1)c1cccc(C(=O)OCc2ccccc2)n1`?
14-3-3g Raf: -7

Results for CC(C(=O)NCc1cccs1)n1cccc1 (stereo not drawn) ?
14-3-3g Raf: -3

How did CCn1cc(C(=O)N(C)C2CCCCC2)c2cc(OC)c(OC)cc2c1=O do in these assays?
14-3-3g Raf: -7

How did Cc1cc(Br)c2c(c1)=C(c1sc(N3CCCCCC3)nc1O)C(=O)N=2 do in these assays?
14-3-3g Raf: 1

Results for COc1ccc(NC(=O)c2ccccc2NC(=O)c2cccc(S(=O)(=O)N3CCCCCC3)c2)cc1 ?
14-3-3g Raf: -6

Results for CN1C(C(=O)c2ccccc2)=C(NC(=O)c2ccccc2Cl)c2ccccc2S1(=O)=O ?
14-3-3g Raf: 9

Results for COCCN1Cc2cccc(C(=O)NCc3ccccn3)c2C1=O ?
14-3-3g Raf: 1

Results for CC(C(=O)Nc1nnc(C(F)(F)F)s1)N1C(=O)C2C3C=CC(C3)C2C1=O (stereo not drawn) ?
14-3-3g Raf: -3

What do the screens show for `COc1cc(C2NC(=O)CCC2[N+](=O)[O-])ccc1OCc1ccccc1` (stereo not drawn)?
14-3-3g Raf: -32

How did COc1ccc(-c2cc(C(F)(F)F)n3ncc(C(=O)N4CCN(c5ccccc5OC)CC4)c3n2)cc1OC do in these assays?
14-3-3g Raf: 6

Results for CCOc1ccccc1NC(=O)CSc1ncnc2c1oc1ccccc12 ?
14-3-3g Raf: -4

Results for CC1CCC2C(=O)N(c3ccc(NC4CCCCCCC4)c([N+](=O)[O-])c3)C(=O)C2C1 (stereo not drawn) ?
14-3-3g Raf: 1

What do the screens show for `CCCCC(=O)N1CC(=O)Nc2ccc(C)cc2C1c1ccc(F)cc1` (stereo not drawn)?
14-3-3g Raf: 1

What do the screens show for `Cc1ccccc1NS(=O)(=O)c1cc(S(C)(=O)=O)ccc1Cl`?
14-3-3g Raf: 0

Results for Oc1c(C(c2ccc(C(F)(F)F)cc2)N2CCOCC2)ccc2cccnc12 (stereo not drawn) ?
14-3-3g Raf: -8

What do the screens show for `O=C(O)c1c[nH]c2ccc(S(=O)(=O)N3CCN(c4cccc(Cl)c4)CC3)cc2c1=O`?
14-3-3g Raf: -20

What do the screens show for `COc1ccc(C)cc1NC(=O)c1sc2ncn(C)c(=O)c2c1C`?
14-3-3g Raf: -4
